CBFb-RUNX1 inh: inhibitors of human CBF-beta and RUNX1 interaction; Q01196+Q13951; AlphaScreen CBFb-His/RUNX1-biotin binding, biochemical; Potency, µM (doses to about 59.8 µM), without a hit: top-dose activity, negative = inhibition, actives largely listed as inhibitors; 230,000 tested, under 10 active; AID 1477; also: % of control where 0% means no effect
Target sequence (Q01196 whole entry, looked up): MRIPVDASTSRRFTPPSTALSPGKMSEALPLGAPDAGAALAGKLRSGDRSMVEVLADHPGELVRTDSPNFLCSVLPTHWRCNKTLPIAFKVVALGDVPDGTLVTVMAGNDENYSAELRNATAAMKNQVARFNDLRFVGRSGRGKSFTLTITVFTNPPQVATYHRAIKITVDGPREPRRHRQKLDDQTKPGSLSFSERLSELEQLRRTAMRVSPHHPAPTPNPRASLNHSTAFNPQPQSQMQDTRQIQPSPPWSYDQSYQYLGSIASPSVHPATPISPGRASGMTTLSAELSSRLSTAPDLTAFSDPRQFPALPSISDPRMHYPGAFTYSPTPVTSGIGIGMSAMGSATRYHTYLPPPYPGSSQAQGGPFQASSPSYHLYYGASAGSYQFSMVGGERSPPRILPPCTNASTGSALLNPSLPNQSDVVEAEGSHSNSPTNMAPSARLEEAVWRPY
Target sequence (Q13951 whole entry, looked up): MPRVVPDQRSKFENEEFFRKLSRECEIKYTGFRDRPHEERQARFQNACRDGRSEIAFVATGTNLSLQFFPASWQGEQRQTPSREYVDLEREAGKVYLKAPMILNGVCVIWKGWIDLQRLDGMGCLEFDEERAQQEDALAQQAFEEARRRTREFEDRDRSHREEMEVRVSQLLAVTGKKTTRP
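Room-temperature protein-protein interaction test with 30 nM each of His-tagged CBF-beta and biotinylated RUNX1, 15 min with compound, then 90 min with nickel plus streptavidin beads. Signal read in AlphaScreen mode.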
SMN2 splice up: increases expression of the SMN2 splice variant; HEK293 SMN2-luciferase splicing reporter, luminescence, 30-36 h; Potency, µM (top dose mostly 46.1 µM), without a hit: at the highest dose activity change, positive = activation, actives largely listed as activators; actives 2.8% (n = 210,000); AID 1458; also: potency is read from the fitted curve at half-maximal effect; % of control where 0% means no effect; nearly all actives have a fitted effect of over 55% in size
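HEK293 cells carry an SMN2 minigene-luciferase reporter in which exon 7 inclusion puts luciferase in frame. Cells were seeded at 2000 cells/well, attached for 10-12 hours, then exposed to compounds for 30-36 hours at 37C before ONE-Glo luminescence.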
Lamin A splicing: changes lamin A minigene splicing in HeLa cells; HeLa LMNA splicing GFP/RFP minigene ratio, 48 h; Potency, µM (highest dose often 46.1 µM), for the others: at the highest dose ratio change, negative = inhibition, hits mostly inhibitors; actives 0.01% (n = 200,000); active = well fitted inhibition curve with a large enough effect in the signal ratio, with a control signal flat, not every such curve was filed as active; inconclusive = small, poorly fitted or top-dose-only effect, or effect the other way, or a change in a side signal; the % refers to the signal ratio; also: potency is read from the fitted curve at half-maximal effect; % is scaled to controls: 0 for no effect and ±100 for the full control effect
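S3 HeLa stable clones carrying a lamin A-EGFP splicing minigene plus DsRed2 were seeded at 600 cells/well in Opti-MEM with 2% FBS, pin-dosed and incubated 48 h at 37°C. Acumen cytometry (488 nm) gave the GFP/RFP total-intensity ratio.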
Luc counter: blocks Kinase-Glo luciferase, a counter-screen artifact | Q27757 | Kinase-Glo luciferase, ATP luminescence, 8 min | Potency, µM (series often up to 38.3 µM), for the others: at the highest dose activity change, negative = inhibition, hits mostly inhibitors | actives 0.28% (n = 200,000) | AID 1379; also: potency is read from the fitted curve at half-maximal effect; % is scaled to controls: 0 for no effect and ±100 for the full control effect; nearly all actives have a fitted effect of over 60% in size
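Light output from Kinase-Glo luciferase with luciferin and 10 uM ATP in 50 mM imidazole pH 7.2, KCl, MgCl2, Tween 20, BSA; compound pin-delivered, 8-min ambient incubation, then luminescence read.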
HTT aggregate: inhibitors of mutant huntingtin aggregate formation in PC12 cells. PC12 HttQ103-GFP aggregates, Acumen cytometry, 40 h. Potency, µM (doses to about 46.1 µM), inactives show at the highest dose activity change, negative = inhibition, hits mostly inhibitors. actives 1.1% (n = 220,000). AID 1688; also: potency is read from the fitted curve at half-maximal effect; % is scaled to controls: 0 for no effect and ±100 for the full control effect; nearly all actives have a fitted effect of over 60% in size
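Using laser scanning cytometry, GFP-positive aggregates were counted after lysis of PC12 cells induced with 100 nM tebufenozide to express HTT exon 1 Q103–GFP. Compounds were tested in titration.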
IMPase Li inh: cell-permeable IMPase inhibitors with lithium potentiation; CHO-M1 cells, IP1 TR-FRET (IP-One), carbachol + lithium; Potency, µM (titrated, usually from 59.4 µM), for the others: top-dose activity, negative = IMPase inhibition, hits mostly inhibitors; actives 0.35% (n = 210,000); AID 1457;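 also: IP1 builds up when IMPase is blocked and the TR-FRET signal falls; potency is read from the fitted curve at half-maximal effect; plate controls were basal vehicle for no effect and high inhibitor control for full effect; nearly all actives have a fitted effect of over 50% in size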
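CHO cells stably expressing M1 receptor (2000/well) were cultured 16–30 h, then exposed to compounds with a small lithium addition for 30 min at 37C. IP1 was measured by TR-FRET competition; AC50 from Hill fits.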
HTT cytoprotect: Huntington cell model cytoprotection by ATP luminescence | PC12 HTT-Q103 induced, cytoprotection, ATP luminescence, 40 h | Potency, µM (titrated, usually from 56.4 µM), inactives show cytoprotection (ATP increase), most hits filed as activators | actives 0.14% (n = 230,000) | AID 1471;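 also: potency is read from the fitted curve at half-maximal effect; % of control where 0% means no effect; nearly all actives have a fitted effect of over 45% in size; toxic huntingtin expression switched on by the ecdysone agonist tebufenozide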
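Cells were plated at 1500 per well in phenol red-free DMEM with 5% equine and 5% calf serum. Tebufenozide (100 nM final) and compounds were added, then ATPlite reagent, and luminescence was read.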
Active calls of the source: *; ? = inconclusive; nt = not tested or not shown; [ ] = dose if it differs, or a comment. Unless noted, calls follow the shape of the dose curve; as a rule, active = well fitted curve in the direction sought with a large enough effect; inconclusive = small, poorly fitted or top-dose-only effect, or another doubt; inactive = no such curve, though single readings can be large; an effect the other way counts as inactive or inconclusive.

Every second line gives: Lamin A splicing, HTT cytoprotect, CBFb-RUNX1 inh, HTT aggregate, IMPase Li inh, Luc counter, SMN2 splice up
CC(C)C1O/C(=N/C(=O)Nc2ccc(Cl)c(Cl)c2)NC1=O (stereo not given)
→ ?, -14%, 1%, 2%, 23%[38.3 µM], -7%, -26%
Cc1cc(=O)[nH]c(SCc2cccc3cccnc23)n1
→ -8%[46 µM], -50%[inhibitor], 6%, 2%, -2%, 2%, -14%
Cc1ccc(S(=O)(=O)N2CCN(S(=O)(=O)c3ccc(C)cc3)C2c2ccccc2)cc1
→ 6%, 0%, -1%, -6%, 47%[activator][38.3 µM], -2%, 21%
O=[N+]([O-])c1cccc(S(=O)(=O)N2CCCC2)c1
→ ?, 10%[10 µM], 2%, -23%, -3%, 5%, 5%
CCOC(=O)N1CCN(S(=O)(=O)c2ccc(C(=O)Nc3nnc(C4CC4)o3)cc2)CC1
→ ?, 33%[10 µM], ?, ?, 0%, 3%, -70%[inhibitor]
Cc1ccc(C)c(-c2nnc(OCC(=O)Nc3cc(C)on3)c3ccccc23)c1
→ -8%, 7%[10 µM], -12%, 5%, 25%[38.3 µM], -2%, -8%
CCCSc1nc2c(c(=O)n1-c1ccc(OCC)cc1)SCC2
→ 3%, -4%, -1%, -23%, 10%[38.3 µM], 3%, 0%
O=C(Nc1ccccc1)c1ccc(-c2ccccc2)s1
→ nt, -15%, 12%, -26%, -7%, -4%, 2%
COC(=O)Nc1ccc(SCC(=O)c2ccccc2)cc1
→ ?, -49%[inhibitor], -1%, -4%, -1%, 1%, 14%
CCOc1ccccc1Nc1nc(N)nc(CSc2nccc(C)n2)n1
→ 7%, -23%, 5%, -4%, 20%[38.3 µM], 5%, 21%
CC1(C)Cc2c(cnn2-c2ccccc2)C(=O)/C1=N\NC(=O)c1ccccc1
→ 7%, 5%, 2%, -16%, 15%[38.3 µM], 0%, -34%[inhibitor]
O=c1c(-c2ccccc2)[n+]([O-])c2ccccc2n1O
→ -10%, 11%[0.074 µM], 2%, -4%, 24%[38.3 µM], -2%, 24%
COc1ccc(-c2ccc(F)cc2)cc1[C@H]1[C@H]2C=CC[C@@H](C)[C@@H]2C(=O)N1Cc1ccccc1
→ nt, -18%[10 µM], 13%, 6%[9.22 µM], nt, nt, nt
Cc1ccc(C(=O)N/N=C(/CC(=O)c2cccs2)C(F)(F)F)cc1
→ ?, 2%[10 µM], -9%, ?, 2%, 5%, nt
Cn1cc(CCC(=O)N2CCCC(C(=O)c3ccc(C(C)(C)C)cc3)C2)cn1 (stereo not given)
→ nt, -23%, 9%, -11%, -1%, 0%, nt
CC(C)C1Oc2ccccc2N(CC(=O)N(Cc2ccncc2)Cc2ccco2)C1=O (stereo not given)
→ -14%, -14%[10 µM], 2%, 16%, 2%, 1%, -12%
Cc1ccccc1OCC(=O)NNC(=O)CCc1ccccc1
→ 2%[46 µM], nt, 1%, nt, 7%, -4%, 5%
O=C(/C=C/NNC(=O)c1ccccc1)c1ccc(Br)cc1
→ 5%, -34%, -17%, -11%[9.22 µM], -11%[38.3 µM], 1%, 4%
O=C(NCc1ccco1)c1cc2ccccc2c(=O)o1
→ 10%, -4%, ?, 11%, nt, nt, nt
Cc1cc(NC(=O)CCCn2nc([N+](=O)[O-])cc2C)no1
→ 7%[46 µM], -31%, -4%, -6%, -4%, -1%, 6%
c1ccc(-c2nc(NCC3CCCO3)c3oc4ccccc4c3n2)cc1 (stereo not given)
→ 5%, -17%, 14%, -10%, 3%[38.3 µM], 2%, -16%
Cc1cc(/C=N/NC(N)=S)c(O)c(/C=N/NC(N)=S)c1
→ nt, 13%[10 µM], ?, -4%[9.22 µM], nt, nt, nt
C=CCNc1nc(-c2ccccn2)nnc1-c1ccccc1
→ ?, -50%[inhibitor][10 µM], nt, ?, 13%[38.3 µM], -2%, -83%[inhibitor]
CSc1ccc(/C=N/N2CCN(c3ccccc3)CC2)cc1
→ ?, nt, 3%, 16%, 7%, -11%, ?
CCN(CC)S(=O)(=O)c1ccc(Br)c(OC)c1
→ -11%, -1%[10 µM], 13%, -11%, -1%[38.3 µM], 1%, 10%
Cc1cc(NC(=O)CCC(=O)N(CC(=O)NCC2CCCO2)c2ccccc2C)no1 (stereo not given)
→ -3%, 25%[10 µM], 8%, -9%, 10%, 6%, 9%
CC(=O)CCc1c(C)[nH]c2ccccc2c1=O
→ 2%, -6%, 7%, -15%, -3%[38.3 µM], 1%, 76%
c1cc(CNCCCN2CCOCC2)ccn1
→ -8%, -8%, 4%, -10%, -13%[38.3 µM], 0%, -3%
COc1cccc(CNC(=O)C2CCC(CNc3nc(=S)[nH]c4ccccc34)CC2)c1 (stereo not given)
→ ?, -100%[inhibitor], -7%, -24%, 10µM*, 5%, -29%
N#Cc1c(-c2ccccc2)cc(C2CC2)nc1N
→ 20%, 8%[0.074 µM], 25%, 7%, -7%[38.3 µM], 1%, -17%

Every second line gives: Lamin A splicing, HTT cytoprotect, CBFb-RUNX1 inh, HTT aggregate, IMPase Li inh, Luc counter, SMN2 splice up
O=C(C1CCCO1)N1CCN(C(=S)Nc2ccccc2C(F)(F)F)CC1 (stereo not given)
→ ?, 4%[10 µM], 11%, 0%, 6%, 3%, -19%
COc1ccccc1C1CC(=O)Nc2cc3c(cc21)OCCO3 (stereo not given)
→ ?, -46%[inhibitor][10 µM], 3%, 20%, 45%[activator][38.3 µM], -2%, nt
O=C(NC1CCN(Cc2ccccc2)CC1)C12CC3CC(CC(C3)C1)C2
→ 5%, 22%[1.9 µM], 13%, 4%, 11%, 3%, -17%
O=S(=O)(c1ccc2nnn(O)c2c1)N1CCCCC1
→ -12%[9.22 µM], ?, 7%, 2%, 0%, 3%, -2%
CC(=O)Nc1ccc(/C=C(\C#N)C(N)=O)cc1
→ nt, 10%[10 µM], 16%, 34%[9.22 µM], nt, nt, nt
CC1COC(Cn2c3ccccc3c3ccccc32)O1 (stereo not given)
→ nt, 7%[10 µM], ?, 19%[9.22 µM], nt, nt, nt
CC(NS(=O)(=O)c1ccccc1)C(=O)NCc1ccco1 (stereo not given)
→ 15%, -31%, -7%, -7%, 21%[38.3 µM], -3%, ?
CCN(c1ccccc1)S(=O)(=O)c1cc([N+](=O)[O-])ccc1N
→ ?, -9%[10 µM], 4%, -8%[9.22 µM], 9%, -6%, nt
CCn1c(SCC(=O)NCc2ccco2)nc2ccccc2c1=O
→ nt, -19%[10 µM], 3%, -4%[9.22 µM], 4%, -2%, nt
O=C(O)[C@H](Cc1ccc(O)c([N+](=O)[O-])c1)N1C(=O)c2ccccc2C1=O
→ nt, -15%[10 µM], nt, nt, -3%, -3%[7.66 µM], -5%[9.22 µM]
COC(=O)N1CCC2(CCCN(C(=O)Nc3cccc(C#N)c3)C2)CC1
→ nt, -28%, nt, nt, 10%, 2%, -20%
O=[N+]([O-])c1ccc(/C=N/Nc2nc(-c3ccccc3)c3cc(Br)ccc3n2)o1
→ 13%, 7%, 1%, 5%[9.22 µM], 17%[38.3 µM], 1%, -26%
CC1=CC(C)(C)N(C(=O)CSc2nnc(N)s2)c2c(C)cc(C)cc21
→ 9%, -1%, -9%, -9%, 12%[38.3 µM], -4%, -6%
O=C(CCCN1C(=O)CCC1=O)Nc1ccc(Br)cc1F
→ 5%, 4%[10 µM], -1%, 13%, 10%[38.3 µM], -4%, -2%
Cc1nnc(SCC(=O)Nc2sc3c(c2C#N)CCCCC3)n1N
→ -6%, -9%, -1%, 10%, 12%[38.3 µM], -5%, 17%
CCO[C@H]1OC(C(=O)NCc2nc3ccccc3[nH]2)=C[C@@H](c2csc3ccccc23)[C@@H]1CCCO
→ nt, -5%[10 µM], 12%, -4%[9.22 µM], 12%, nt, nt
FC(F)(F)c1nnc2n1N=C(c1cccs1)CS2
→ 3%[46 µM], -13%, 1%, 13%, -4%, 0%, -5%
CC(C)N1CCCC(CNC(=O)CCc2nnc(CCCCc3ccccc3)o2)C1 (stereo not given)
→ 6%[46 µM], 14%[10 µM], -12%, -11%[9.22 µM], 1%, 0%, nt
O=C(C1CCCO1)N1CCN(S(=O)(=O)c2ccccc2)CC1 (stereo not given)
→ -5%, 16%[10 µM], 11%, 12%, -12%[38.3 µM], 3%, 7%
COc1ccc(Cc2nc(C(=O)Nc3ccc(Cl)cc3)cs2)cc1
→ ?, 0%, ?, -25%, 42%[activator][38.3 µM], -4%, -75%[inhibitor]
CCc1nnc(NC(=O)c2ccc(COc3ccccc3)o2)s1
→ ?, -13%[10 µM], 9%, -10%, 1%[38.3 µM], 1%, -2%
Cc1cccc(N2CCN(C(=O)NCc3ccc(Cl)cc3)CC2)c1
→ ?, -1%[10 µM], -1%, 10%, -3%, 3%, 15%
O=C(O)c1cccc(Cn2c(Cl)c(/C=N/NC(=O)c3cc4ccccc4cc3O)sc2=O)c1
→ nt, 2%[10 µM], ?, 5%[9.22 µM], nt, nt, nt
C=CCN(CC=C)C(=O)COC(=O)c1n[nH]c2ccccc12
→ 0%[46 µM], 3%[10 µM], 4%, 1%, 9%, -1%, 2%
O=C(Nc1cccn(Cc2ccc(F)cc2)c1=O)NC1CCCCC1
→ -3%, -22%, -2%, 9%, 7%[38.3 µM], 7%, -8%
COCc1c(C#N)c(NCCc2ccc(F)cc2)nc(C)c1[N+](=O)[O-]
→ 2%, 4%[10 µM], -7%, 11%, 10%, -2%, -19%
C/C=C/c1ccc(OCCOc2ccc(C=O)cc2)c(OC)c1
→ 1%, 21%[10 µM], 19%, 7%, -8%, -2%, -2%
CCOC(=O)c1ccc(NS(=O)(=O)c2c(C)n(C)c(=O)n(C)c2=O)cc1
→ -7%, -12%, -3%, -3%, 3%, -1%, -18%
COc1cc2c(=O)n(Cc3ccccc3)c(=O)n(CC(=O)NCCc3ccccc3)c2cc1OC
→ -11%, -12%, -2%, -27%, 5%[38.3 µM], -5%, 16%
CN(C)c1ccc(/C=N/NC(=O)c2ccc(Cl)cc2)cc1
→ 5%, -25%, -4%, 3%, -7%[38.3 µM], -1%, -8%

Arranged by value in HTT aggregate (largest number first): three of the compounds above
structure | HTT aggregate
CCOc1ccccc1Nc1nc(N)nc(CSc2nccc(C)n2)n1 | -4%
c1cc(CNCCCN2CCOCC2)ccn1 | -10%
Cn1cc(CCC(=O)N2CCCC(C(=O)c3ccc(C(C)(C)C)cc3)C2)cn1 (stereo not given) | -11%

Screening data deposited in PubChem BioAssay by National Center for Advancing Translational Sciences (NCATS).
